# mcGAS RapidFire: inhibitors of mouse cGAS; Q8C6L5; recombinant mouse cGAS, cGAMP by RapidFire MS; inhibition, % at 12.5 µM; 0.18% of 130,000 active;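 active = inhibition of cGAS enzyme activity at or above 60%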;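 also: enzyme stimulated by 45 bp dsDNA with ATP and GTP substrates; cGAMP share of summed cGAMP plus half ATP and half GTP signals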
# Target sequence (Q8C6L5 whole entry, looked up): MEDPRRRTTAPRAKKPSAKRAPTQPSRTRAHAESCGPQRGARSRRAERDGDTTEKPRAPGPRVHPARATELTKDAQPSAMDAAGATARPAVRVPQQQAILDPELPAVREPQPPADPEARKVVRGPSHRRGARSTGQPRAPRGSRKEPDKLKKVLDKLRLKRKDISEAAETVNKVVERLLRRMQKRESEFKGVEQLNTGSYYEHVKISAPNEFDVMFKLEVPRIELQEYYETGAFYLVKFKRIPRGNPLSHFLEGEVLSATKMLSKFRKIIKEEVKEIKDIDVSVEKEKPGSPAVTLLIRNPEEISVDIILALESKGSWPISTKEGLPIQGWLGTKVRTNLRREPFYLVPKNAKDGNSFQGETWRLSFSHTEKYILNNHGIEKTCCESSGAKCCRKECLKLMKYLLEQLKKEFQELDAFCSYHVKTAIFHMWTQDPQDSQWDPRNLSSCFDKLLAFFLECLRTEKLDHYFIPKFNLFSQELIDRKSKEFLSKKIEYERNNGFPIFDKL
# The depositor's hits bear a star; & = joins results of further samples. Some of the compounds tested; the hit share may differ from the screen's.
SMILES,mcGAS RapidFire
CCN(CC)CC(O)COc1cc(C)c(Cl)cc1C(C)C (stereo not drawn),-5.7
CCN1CCN(C(=O)C(C)Sc2nnc3n(-c4ccc(C)cc4C)c(=O)c4ccccc4n23)CC1 (stereo not drawn),-8.5
COc1nc2c([nH]1)C(c1ccccc1C(C)(C)C)C(C#N)C(=N)O2 (stereo not drawn),-6.5
CC(NC(=O)CSc1n[nH]c(N)n1)C1CC2CCC1C2 (stereo not drawn),22.4
CCCCn1c(=O)[nH]c(=O)c2c1nc(CNCCC)n2CCC,-7.8
CC(Sc1nnc(-c2ccco2)n1C)C(=O)c1ccc(Cl)cc1 (stereo not drawn),-3.1
Cc1ccc(C)c(C(C)NC(=O)CC#N)c1 (stereo not drawn),-11.7
C=CCn1c(=O)c2c(nc3n2CCCN3c2ccc(Oc3ccccc3)cc2)n(C)c1=O,-4.2
O=C(NCCCc1ccccn1)c1ccc(-c2cccc3c2OCC3)nc1,-11.8
COc1ccc(S(=O)(=O)Nc2nc(CC(=O)Nc3cccc(Cl)c3C)cs2)cc1,5.8
c1ccc(NC2CCN(Cc3cc4n(n3)CCCNC4)CC2)nc1,-2.3
Cc1cnn(C)c1C(=O)Nc1nc2c(Cl)ccc(Cl)c2s1,-0.2
O=S(=O)(c1ccc(NCC2COCCO2)cc1)C(F)F (stereo not drawn),-4.0
CCCN1CC(NC(=O)c2ccc(Cn3cnnn3)cc2)CC1=O (stereo not drawn),-14.9
CNc1cncc(-c2cc(OC)ccc2OC)n1,0.3
Cc1cc(=O)n(CC(C)O)c(O)c1C#N (stereo not drawn),4.7
Cc1ccc(C(N)=O)cc1I,-4.9
O=S(=O)(Nc1cccc(S(=O)(=O)N2CCCCC2)c1)c1cccc(F)c1,-11.5
CCN(c1ccccc1)S(=O)(=O)c1ccc(C(=O)NC)cc1,-9.8
Cc1ccc(-c2ccnc(-c3ccc(CCC(=O)O)cc3)n2)c(C)n1,-15.6
O=C(NCc1coc(-c2ccccc2)n1)c1cccc2ccnn12,-3.5
Cc1cc2ncn(CN3CCN(c4ccccc4O)CC3)c2cc1C,-20.1
O=C(c1cn2ccsc2n1)N1C[C@H]2C[C@H](O)[C@H](O)C[C@H]2C1,-22.6
Cc1cccc(OCC(=O)NCCCn2nc(-c3ccco3)ccc2=O)c1,8.4
COc1cccc(-n2nc3c(=O)n(Cc4ccccc4Cl)nc(C)c3c2C)c1,-26.3

# The list goes on:
SMILES,mcGAS RapidFire
Cc1c(-c2n[nH]c(=O)n2[C@@H](C)c2ccc(Cl)cc2)cnn1C,2.4
C/C=C(\C)C(=O)N1CCC2(CC1)CC(C(=O)OC)c1ccccc12 (stereo not drawn),1.2
Cc1c(C(C)NC(=O)Cc2ccc(F)cc2)cnn1-c1ccccn1 (stereo not drawn),3.2
CCCc1noc(CCC(=O)N(C)Cc2cc(Br)cn2C)n1,-1.8
Cc1ccn2cc(C(=O)NCCN3CCN(C)CC3)nc2c1,-3.6
CCCS(=O)(=O)NC1CCN(C(=O)c2c[nH]c(C(=O)N3CCCC3)c2)CC1,-6.4
Cn1ccnc1C1CCCCN1C(=O)c1cc(COc2cccc3cccnc23)on1 (stereo not drawn),-14.3
CC1=C(c2ccc(F)c(F)c2)N2CCS(=O)(=O)N=C2S1,7.1
CC(C(=O)Nc1cccc2ncccc12)N(C)Cc1nc2ccccc2c(=O)[nH]1 (stereo not drawn),-5.4
Cc1cc(C(=O)N2CC(c3ccccn3)C2)sc1-c1ccccc1,-19.8
CCOC(=O)c1nn(-c2ccccc2C)c(=O)cc1OCC(=O)Nc1cccc(F)c1,-13.6
COc1cc(OC)c(C2CC(=O)Nc3c2c(=O)nc(SC)n3C)cc1OC (stereo not drawn),2.8
COc1ncccc1CNc1snc(Cl)c1C#N,14.0
O=C(NCc1ccco1)C1CCCN(S(=O)(=O)c2ccc(Cl)cc2)C1 (stereo not drawn),-6.2
CC(C)(C)c1nc(CN(Cc2cccs2)C2CCS(=O)(=O)C2)cs1 (stereo not drawn),1.3
N[C@@H](Cc1cnc[nH]1)C(=O)N1C[C@H]2CC=CC[C@H]2C1,-5.7
Cc1ccc(/C=C/S(=O)(=O)NNC(=O)c2cccn2C)cc1,2.1
O=C(CSc1nc(-c2ccco2)nc2ccccc12)N1CCCCC1,-3.0
COc1ccccc1CN(C)C(=O)CCc1n[nH]c(=S)[nH]c1=O,-16.0
Cc1ccc(-c2nc(N3CCN(CCO)CC3)ncc2-c2ccccc2C)cc1,-6.6
COc1cn2c(cc1=O)C(=O)N(CCNC(=O)c1ccccc1)CC2,-11.3
O=C(CSc1nnc(-c2ccccc2)n1-c1ccccc1)N/N=C\c1ccccc1Br,-12.0
COc1ccc(Cl)c2sc(N(CCCN(C)C)C(=O)c3ccccc3S(C)(=O)=O)nc12,-9.5
Cc1ccc(C)c(-n2c(C)cn3c4c(=O)n(CCN5CCCCC5)c(=O)n(C)c4nc23)c1,-12.3
NC(=O)c1cccc(CC2CCN(C(=O)CCCn3cccn3)C2)c1 (stereo not drawn),-24.8

# Further results:
SMILES,mcGAS RapidFire
CCN(CCN1CCCC1)Cc1nc[nH]c1C,-32.9
Cn1c(=O)[nH]c(=O)c2c1ncn2CCN1CCCCC1,-10.3
COc1ccc2nc(NC(=O)C3=COCCO3)sc2c1,-14.1
CC(C)Oc1cccc(C(=O)C2CCCN(Cc3c[nH]c(=O)[nH]c3=O)C2)c1 (stereo not drawn),-27.6
CC(Oc1ccccc1C#N)C(=O)N1CCc2ccccc2C1 (stereo not drawn),-11.6
CN(C)S(=O)(=O)c1cccc(C(=O)N2CCN(S(=O)(=O)c3ccccc3)CC2)c1,12.0
CN(C)C1CCCN(C(=O)CCCc2ccc(Cl)cc2)CC1 (stereo not drawn),-13.7
CCS(=O)(=O)CCOc1ccc(S(=O)(=O)NC(C)C(C)C)cc1 (stereo not drawn),7.0
Cc1cn2ccccc2c1P(=Nc1ccccc1)(N1CCOCC1)N1CCOCC1,-15.6
CCC(NC(=O)c1cc(S(=O)(=O)N(C)C)ccc1Cl)C12CC3CC(CC(C3)C1)C2 (stereo not drawn),-28.8
CCC(O)c1nc2ccccc2n1Cc1ccc(F)cc1 (stereo not drawn),-0.1
COc1cccc(CNCc2nnc3n2CCCC3)c1OC,-1.6
COc1cc(C(=O)NCc2ccccc2CN(C)C)cc(Cl)c1OC,-4.7
CCOC(=O)CSc1nnc(Nc2ccc(C)cc2)s1,-1.4
Cc1csc(SCc2nc(C(C)(C)NC(=O)OC(C)(C)C)no2)n1,-15.2
Cc1cccn2cc(CNC(=O)Cc3ccc(Cl)cc3)nc12,-6.4
N#CC1=C(N=Cc2cc(Cl)cc(Cl)c2O)CCC1,8.6
Cc1ccc(C(=O)CSc2nnc(-c3ccco3)o2)o1,-24.9
Cc1nccn1CC1(CNC(=O)c2ccnc(N)c2)CC1,-37.1
c1ccc2[nH]c(-c3ccc(-n4ccnc4C4CCOC4)cc3)nc2c1 (stereo not drawn),-1.4
CCCCN(C)S(=O)(=O)N1CCN(c2nc(N)ns2)CC1,-6.1
O=C1N(c2ccccc2)C(c2ccco2)C1(F)F (stereo not drawn),-4.8
Cc1ccc2c(c1)Oc1ncccc1C(=O)N2C,-3.9
O=C(NS(=O)(=O)c1cccc(C(F)(F)F)c1)c1cscn1,-10.7
NS(=O)(=O)N1CCCC1c1ccc(Cl)c(Cl)c1 (stereo not drawn),-18.6&-8.7

# Four entries from above, reformatted:
> NS(=O)(=O)N1CCCC1c1ccc(Cl)c(Cl)c1 (stereo not drawn)
  mcGAS RapidFire: -18.6&-8.7
> Cc1cccn2cc(CNC(=O)Cc3ccc(Cl)cc3)nc12
  mcGAS RapidFire: -6.4
> N#CC1=C(N=Cc2cc(Cl)cc(Cl)c2O)CCC1
  mcGAS RapidFire: 8.6
> COc1cccc(CNCc2nnc3n2CCCC3)c1OC
  mcGAS RapidFire: -1.6

# Retrieved by structure from the entries so far:
SMILES,mcGAS RapidFire
Cc1cn2ccccc2c1P(=Nc1ccccc1)(N1CCOCC1)N1CCOCC1,-15.6
CCOC(=O)CSc1nnc(Nc2ccc(C)cc2)s1,-1.4
CCC(NC(=O)c1cc(S(=O)(=O)N(C)C)ccc1Cl)C12CC3CC(CC(C3)C1)C2 (stereo not drawn),-28.8
Cc1nccn1CC1(CNC(=O)c2ccnc(N)c2)CC1,-37.1

# Further results:
SMILES,mcGAS RapidFire
O=C(O)Cn1cnc2sc(-c3ccccc3)cc2c1=O,-7.9
CC1Cn2c(nnc2-c2cc3ccccc3cc2O)S1 (stereo not drawn),-0.9
COc1cccc(C2CCN2CC(=O)Nc2ccc(N(C)C(C)=O)cc2)c1 (stereo not drawn),-3.8
COc1ccc(C(C)NC(=O)c2csc(-c3cccs3)n2)cc1F (stereo not drawn),1.0
CC(=O)c1ccc2ccccc2c1OC(F)F,-1.6
COc1ccccc1-n1cc(C(=O)NC(C)c2cnn(-c3ccccn3)c2C)cn1 (stereo not drawn),3.7
Cc1cc(NC(=O)N2CCN(C(=O)c3cc(Cl)ccc3F)CC2)n(C)n1,4.3
CNCc1cc(-c2cccc(-n3nc(C)cc3C)c2)ccc1OC,-11.5
CCCCn1nnnc1CN1C(=O)c2cc(Cl)c(Cl)cc2C1=O,-2.8
Cc1cnn(CCCn2ccnc2-c2cccc3nonc23)c1,-16.6
CCCCNC(=O)C1(C)CCN1Cc1csc(C)n1 (stereo not drawn),-3.5
C=CCn1c(C2CC(=O)N(CC(C)C)C2)nc2ccccc21 (stereo not drawn),-4.8
NC(=O)CN(C(=O)C1=Cc2cc(Cl)ccc2OC1)C1CCCC1,-4.7
CCc1ccccc1NC(=O)NCCn1nc(-c2cccnc2)ccc1=O,-3.1
CNC(=O)C1CCCN(c2cc(C)nc3c(OC(F)(F)F)cccc23)C1 (stereo not drawn),-5.4
Cc1nnc(CN2CCC(N3CCCC(C(=O)N4CCOCC4)C3)CC2)o1 (stereo not drawn),-6.0
Cc1cccc(NC(=O)CSC2=NS(=O)(=O)c3ccccc3N2)c1,-4.7
Cc1cccc(CN2CCN(C(=O)CCn3cncn3)CC2=O)c1,-5.9
CC(=O)OCC(=O)[C@@]1(O)CC[C@H]2[C@@H]3CCC4=CC(=O)CC[C@]4(C)[C@H]3[C@@H](O)C[C@@]21C,-13.6
O=C(Nc1ccc2c(c1)OC(F)(F)O2)c1ccc(CN2CCCC2=O)cc1,-6.0
CCCC(CCC)N(CC1CC2CCC(C1)N2C)C(=O)CNC(=O)CC(C)(C)C (stereo not drawn),-3.0
COC(=O)c1ccc(-c2noc(CN3CCC(C(O)Cc4ccccc4)CC3)n2)cc1 (stereo not drawn),-6.9
CCNC(=O)C1(C)CCCN(Cc2cccc3ccccc23)C1 (stereo not drawn),-3.4
N#Cc1ccccc1NC(=O)CCn1cnc2cc(F)ccc2c1=O,2.1
CC1=NOC(Cc2ccccc2)C(=O)N1Cc1ccc(S(C)(=O)=O)cc1 (stereo not drawn),-5.1

# Some of the entries so far, tab-delimited.
SMILES	mcGAS RapidFire
COC(=O)c1ccc(-c2noc(CN3CCC(C(O)Cc4ccccc4)CC3)n2)cc1 (stereo not drawn)	-6.9
CCNC(=O)C1(C)CCCN(Cc2cccc3ccccc23)C1 (stereo not drawn)	-3.4

# (next part)
SMILES,mcGAS RapidFire
O=C(COC(=O)c1ccc(Br)o1)NCCN1C(=O)CSC1=O,-5.4
CCOC(=O)c1[nH]c(CSc2n[nH]c(=O)n2CC2CCCO2)c(C(=O)OCC)c1C (stereo not drawn),-5.8
CCCCN(C)CC1CCN(c2ncc(Br)cc2C)CC1,-7.3
CCCCOc1ccc(S(=O)(=O)NC(=O)C2(C)CCN2C(=O)c2cccc3ccccc23)cc1 (stereo not drawn),-11.8
COC(C)C(=O)Nc1cccc(NC(=O)N2CCCC2c2cccs2)c1 (stereo not drawn),0.5
Cc1cc(NC(=O)CCC2CC2)n(C2CCCCC2)n1,-3.5
Cc1noc(C)c1CN1CC[C@@H](c2ccc3c(c2)OCO3)[C@H](O)C1,-6.6
O=C(Cn1nnc2ccccc2c1=O)C12CC3CC(CC(C3)C1)C2,-7.4
CC(C)Cc1noc(CSc2ccccn2)n1,-3.5
CNC(=S)Nc1cc(S(=O)(=O)c2ccccc2)ccc1OC,5.1
c1ccc(-c2noc(N3CCCCC3)c2CNCc2ccc3c(c2)OCO3)cc1,-5.7
CN(C)[C@@H]1C(=O)C(C(=O)NCN2CCCC2)C(=O)[C@@]2(O)C(=O)C3=C(O)c4c(O)cccc4[C@@](C)(O)C3CC12 (stereo partly drawn),8.6
CC(OC(=O)c1ccoc1)c1nccs1 (stereo not drawn),-4.1
O=C(NCC1CCCO1)C1CCN(C2CCN(C(=O)C3=CCCCC3)CC2)CC1 (stereo not drawn),-9.5&-5.7
COc1ccc(/C=C(\C#N)c2nn(-c3ccccc3)c(N)c2C#N)cc1[N+](=O)[O-],3.2
CCCSc1nc2c(c(=O)[nH]c(=O)n2C)n1CCOC,-1.7
CCc1cc(CNC(=O)Nc2nnc(C(C)(C)C)s2)on1,-6.7
CNC(=O)Cc1noc(CC2CCCc3cc(OC)ccc32)n1 (stereo not drawn),-10.6
c1coc(CCn2ccnc2-c2ccc(-n3cccn3)cc2)c1,-13.3
CC(C)C(=O)Nc1c(-c2ccccc2)c(=O)c2ccccc2n1C,-4.6
CCn1nnc2c(NCC(OC)OC)ncnc21,-11.7
COc1ccc(Cn2c(C)cc(O)c(C(c3ccc(C)cc3)N3CCN(C)CC3)c2=O)cc1 (stereo not drawn),-6.9
CCOc1ccc(CN2CCNC(=O)C2CC(=O)NCC2(c3ccccc3)CCCC2)cc1 (stereo not drawn),-7.6
CN(Cc1ccc2ccccc2n1)Cc1cc(Cl)ccc1O,9.2
Cc1ccccc1Nc1nc(C)c([N+](=O)[O-])c(N(C)c2ccccc2)n1,-19.2
Oc1oc(-c2cccc3ccccc23)nc1C=Nc1ccc(Br)cc1Br,-3.9
CCN1CCc2nc(NC(=O)c3cc(Br)ccc3F)sc2C1,9.8
COc1ccc(C)cc1C(C)NCc1ccc(-n2cncn2)c(F)c1 (stereo not drawn),-11.0
Cc1ccc(OC(C)C(=O)N2CCCCC2C(=O)Nc2ccc3c(c2)CCO3)cc1 (stereo not drawn),2.5
C[C@H](NC(=O)c1cc2c(nc1Cl)CCC2)C(O)(c1ccccc1)c1ccccc1,1.6
